# SIAE primary – human SIAE inhibition, primary screen; AID 1053197; 370,000 tested, 0.69% active; SIAE FP-Rh probe binding, fluorescence polarization; Q9HAT2; inhibition, % at 9.66 µM;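 active = inhibition above a cutoff: mean of compounds within the control limits plus 3 SD of those, cut at about 17% in these data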;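 note: 0% = plate median of compound wells and 100% = probe without SIAE protein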
# Target sequence (Q9HAT2 whole entry, looked up): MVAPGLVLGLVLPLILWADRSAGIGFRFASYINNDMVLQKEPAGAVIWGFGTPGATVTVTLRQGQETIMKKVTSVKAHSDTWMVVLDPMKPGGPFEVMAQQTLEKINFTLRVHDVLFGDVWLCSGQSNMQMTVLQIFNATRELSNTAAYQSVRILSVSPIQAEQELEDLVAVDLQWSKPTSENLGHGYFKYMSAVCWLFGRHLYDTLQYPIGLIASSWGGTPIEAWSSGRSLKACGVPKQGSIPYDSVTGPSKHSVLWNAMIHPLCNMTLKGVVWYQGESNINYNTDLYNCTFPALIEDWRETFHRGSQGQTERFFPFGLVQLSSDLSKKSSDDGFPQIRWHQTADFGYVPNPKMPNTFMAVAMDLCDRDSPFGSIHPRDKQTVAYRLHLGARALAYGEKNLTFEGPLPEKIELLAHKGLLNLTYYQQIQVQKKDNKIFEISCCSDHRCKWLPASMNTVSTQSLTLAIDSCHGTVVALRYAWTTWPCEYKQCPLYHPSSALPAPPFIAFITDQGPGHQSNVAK
# TDP2 absorb – blocks human TDP2 phosphodiesterase activity. O95551. recombinant TDP2, T5PNP hydrolysis, p-nitrophenol absorbance 415 nm. inhibition, % at 12.8 µM. 370,000 tested, 0.34% active. AID 720702;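 active = inhibition above the mean of all tested compounds plus 3 SD, set per campaign, cut at about 25% in these data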;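 note: 0% = DMSO with enzyme and 100% = buffer with substrate but no TDP2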
#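 Test system: human TDP2 enzyme; Input: 120 nM TDP2 per well; Buffer or medium: Mg2+-containing Tris-HCl buffer, pH 7.5; Reagent: 5 mM T5PNP; Dosing: 12.8 µM single point, 1% DMSO; Incubation: reaction 2 h, 37 °C; Detection: p-Nitrophenol epi absorbance; Read-out: % inhibition relative to enzyme-containing and enzyme-free wells; Replicates: single well per compound.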
# LEDGF integ inh – blocks HIV-1 LEDGF/p75-dependent DNA integration | TR-FRET IN-LEDGF/p75 DNA integration, Eu/Cy5 | inhibition, % at 3.7 µM | 370,000 tested, 0.64% active;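 active = inhibition above the screen-wide mean plus 3 SD, cut at about 13% in these data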;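 note: signal is the Cy5 over europium emission ratio at 671 and 618 nm; 0% = plate median of compound wells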
# mABHD4 FP – ABHD4 (mouse) inhibition, primary FP screen; Q8VD66; purified mABHD4, FP-Rh probe fluorescence polarization; inhibition, % at 8.92 µM; 370,000 tested, 0.54% active;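 active = inhibition exceeding the mean over every tested compound plus 3 SD, cut at about 30% in these data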;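 note: 0% = plate median of compound wells and 100% = S159A mutant with DMSO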
#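 Test system: mouse ABHD4 enzyme, wild type. Reagent: FP-Rh fluorescent activity-based probe, added after compound pre-incubation. Timing: pre-incubation 45 min, probe exposure 60 min, at 25 °C. Technique: FP readout, ex 525 nm / em 598 nm. Benchmarks: high control S159A mutant with DMSO, low control median of compound wells.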
# rCAG binder – r(CAG) repeat RNA binding; 370,000 tested, 1.3% active; TO-PRO-1 dye displacement fluorescence; inhibition, % at 3 µM;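 active = inhibition above the plate cutoff, the mean of all test compounds on that plate plus 3 SD, cut at about 35% in these data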;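 note: 0% = DMSO alone and 100% = 100 µM mitoxantrone as full dye displacement; higher means more dye released from RNA so lower well fluorescence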
# Rev-erbA mod – modulates human Rev-erb alpha binding to DNA. P20393. Rev-erbα–FITC-DNA binding, fluorescence polarization, 90 min. activity, % at 10 µM. 370,000 tested, 0.79% active;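 active = activity above about 14%, limit read from the data; passing the limit was not always enough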;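 note: 0% = DMSO wells with 35 nM protein and 100% = DMSO wells with 750 nM protein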
# Target sequence (P20393 whole entry, looked up): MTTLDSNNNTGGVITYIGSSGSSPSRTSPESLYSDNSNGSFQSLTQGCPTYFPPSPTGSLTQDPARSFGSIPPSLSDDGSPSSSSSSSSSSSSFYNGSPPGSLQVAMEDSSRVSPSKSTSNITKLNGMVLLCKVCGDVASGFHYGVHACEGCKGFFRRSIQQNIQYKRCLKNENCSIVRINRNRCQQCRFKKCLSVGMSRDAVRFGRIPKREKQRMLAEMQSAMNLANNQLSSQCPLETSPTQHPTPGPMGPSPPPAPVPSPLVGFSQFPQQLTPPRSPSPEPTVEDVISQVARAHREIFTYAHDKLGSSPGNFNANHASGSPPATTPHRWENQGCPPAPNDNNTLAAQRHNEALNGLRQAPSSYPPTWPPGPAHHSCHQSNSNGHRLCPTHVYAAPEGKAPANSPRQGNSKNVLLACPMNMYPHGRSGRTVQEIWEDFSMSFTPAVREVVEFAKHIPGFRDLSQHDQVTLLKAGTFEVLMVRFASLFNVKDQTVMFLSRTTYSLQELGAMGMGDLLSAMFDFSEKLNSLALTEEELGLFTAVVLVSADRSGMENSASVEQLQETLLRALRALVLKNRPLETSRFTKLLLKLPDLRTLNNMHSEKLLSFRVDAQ
# PG9 binder – small molecules binding HIV-1 gp120 antibody PG9. TR-FRET gp120-PG9 antibody binding. inhibition, % at 6.7 µM. 360,000 tested, 0.43% active. AID 624416; in the data active = inhibition above about 8.5%
# PRMT1 inh – PRMT1 (human) inhibition, primary screen | Q99873 | recombinant PRMT1, activity-based probe fluorescence polarization | inhibition, % at 2.79 µM | 370,000 tested, 1.3% active | AID 652257;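 active = inhibition above about 21% made by adding two undisclosed values, limit read from the data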
# HTRA1 inh – blocks human HTRA1 serine peptidase; Q92743; recombinant HTRA1, FP-rhodamine activity-based probe, fluorescence polarization; inhibition, % at 5.96 µM; 340,000 tested, 0.5% active; AID 504803; in the data active = inhibition above about 36%;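 note: 0% = enzyme with DMSO and 100% = wells lacking enzyme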
# TCR CD3 inh – inhibitors of human TCR-CD3 interaction. TAMRA-labeled TCR probe fluorescence, biochemical. inhibition, % at 9.4 µM. 360,000 tested, 0.37% active. AID 651800; in the data active = inhibition above about 19%;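 note: recombinant mutant TCR 2C K166C tagged with TAMRA read by polarization; 0% = receptor in buffer alone and 100% = receptor with positive control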
# * hit, by the source's call; x = not tested or not shown. The list is partial; the hit share may differ from the screen's.
SMILES,SIAE primary,TDP2 absorb,LEDGF integ inh,mABHD4 FP,rCAG binder,Rev-erbA mod,PG9 binder,PRMT1 inh,HTRA1 inh,TCR CD3 inh
O=C(CCCSc1nc(-c2ccco2)cc(C(F)(F)F)n1)NCc1cccs1,0,0,3,-16,-1,7,-0.7,1,-45,3
CC(C)(C)C(=O)N1CCC(O)(CS(=O)(=O)Cc2ccccc2Cl)CC1,1,5,-4,-5,-2,3,0.5,4,-2,-3
Cc1cccc(-c2noc(CN(C(=O)/C=C/c3ccccc3Cl)C(C)C)n2)c1,-15,5,0,-13,3,-3,0.4,3,-62,-4
COc1ccc(NC(C)c2cc(Cl)ccc2O)cc1 (stereo unspecified),0,0,2,-4,5,-1,-1.6,0,8,-1
O=C(COCc1ccccc1)NC1CCCCN(Cc2cccc(Cl)c2)C1=O (stereo unspecified),0,-5,4,1,-3,5,x,1,x,x
CCN1CCN(C(c2cccnc2)c2cc(Cl)c3cccnc3c2O)CC1 (stereo unspecified),4,-2,-7,2,2,4,0.5,7,42*,1
CCOC(=O)N1CCC(Nc2nc(OC)nc(OC)n2)CC1,1,-18,5,-7,-3,-5,3.0,1,-1,0
CCCCn1ccnc1C(=O)c1cccc(S(=O)(=O)N2c3ccccc3CC2C)c1 (stereo unspecified),-6,-17,1,-12,7,4,5.4,-1,-38,-5
COc1ccc(C)cc1NC(=O)C(OC(=O)CNC(=O)c1ccc(Oc2ccccc2)cc1)c1ccccc1 (stereo unspecified),-25,-9,3,-4,11,-1,-0.2,1,-27,3
CCn1c(=O)c2c3c(sc2n2c(SCc4ccc(F)cc4)nnc12)CCCC3,-6,-16,-2,-14,0,1,0.1,10,14,-2
CC(C)(C)CNC(=O)C1(C)CCN1C(=O)Cc1ccc(C(C)(C)C)cc1 (stereo unspecified),-3,-10,-7,-5,-2,0,0.2,2,x,-5
CCCCn1c(N)c(N(CCOC)C(=O)c2cc3c(s2)CCC(C)C3)c(=O)[nH]c1=O (stereo unspecified),-5,-8,-3,0,2,-3,1.6,0,0,10
CN1CCN(c2ccc(NC(=O)COc3ccccc3[N+](=O)[O-])cc2)CC1,7,-6,-4,-1,-5,-4,-2.4,-2,-1,2
Cc1cc(Cl)ccc1NC(=O)CCN1C(=O)C2CCCCC2C1=O (stereo unspecified),-6,1,0,-8,-1,1,1.5,3,1,-2
O=C(NCC1(c2ccccc2)CCCC1)C1(c2ccccc2)CCCC1,-10,-16,4,-20,0,9,1.2,-3,-23,-7
CC(C)(C)c1ccc(C2CC2C(=O)N/N=C\c2ccc[nH]2)cc1 (stereo unspecified),2,-1,1,-3,1,0,0.8,1,-16,-3
Cc1ccccc1OCC(=O)NNC(=O)Cc1ccc(S(=O)(=O)N2CCOCC2)s1,1,6,-4,6,11,-5,1.7,5,5,6
C=CCOc1nc(N2CCCC2)nc(N2CCCC2)n1,1,0,4,3,-2,-2,-0.9,0,-3,6
C=CCN(CC=C)c1ccc(N2C(=O)C3CCCCC3C2=O)cc1[N+](=O)[O-] (stereo unspecified),-1,7,-2,5,-6,3,-0.4,2,-12,0
COC1CCN(C(=O)c2ccc3oc(C(C)C)nc3c2)CC1,4,7,0,0,-5,2,-1.1,-3,3,2
COC(=O)c1ccc2c(=O)n(CCN3CCOCC3)c(SCC(=O)NCc3ccccc3)nc2c1,-3,14,-2,7,-4,-3,0.5,14,-2,5
CCOC(=O)CNC(=S)N(CCCN1CCCC1)Cc1cccs1,-1,1,12,-15,-1,-1,-0.5,-1,12,-1
Cc1cc(C)cc(N(CC(=O)Nc2ccccc2-c2ccccc2)S(=O)(=O)c2ccccc2)c1,-4,-4,-4,10,-2,0,0.5,2,2,-6
Cc1ccc(Cn2nnc3c(=O)[nH]c(C4CCN(S(=O)(=O)c5ccc(S(=O)(=O)NC6CC6)cc5)CC4)nc32)cc1,-18,-9,-2,-21,15,3,2.2,4,-65,-5
Nc1ncc(CCN2CCOCC2)c(-c2ccc(F)cc2)n1,-4,7,1,4,-3,-4,0.3,-1,1,0
CCN(CCCNC(=O)CC(C(=O)N1CCc2ccccc21)n1ccnc1)c1cccc(C)c1 (stereo unspecified),6,-3,1,5,-3,-5,-0.6,-4,8,3
COCCN(C(=O)COC(=O)c1cnc(C)cn1)c1c(N)n(Cc2ccccc2)c(=O)[nH]c1=O,2,8,-1,8,-8,4,1.6,1,0,-2
O=[n+]1c2c(n([O-])c3cc(F)c(F)cc31)CCCC2,8,10,-4,6,3,-3,2.9,4,3,1
CC(C)C(NC(=O)c1ccccc1)C(=O)N1CCN(C/C=C/c2ccccc2)CC1 (stereo unspecified),5,2,1,2,-1,-3,-0.6,-2,2,0
COc1cccc(OC)c1C(=O)NCc1ccco1,-2,-2,0,6,2,2,-0.9,1,-3,6
O=C(Cn1cc([N+](=O)[O-])cn1)NCC1CCCO1 (stereo unspecified),1,-4,4,-2,0,-1,-3.0,-1,7,2
CCc1ccc(C(=O)C(C)OC(=O)Cn2[nH]c(=O)c3ccccc3c2=O)cc1 (stereo unspecified),-1,-4,1,-9,1,4,0.6,-1,-5,-1
CC1Cc2c([nH]c(=O)n(-c3ccccc3)c2=O)O1 (stereo unspecified),2,7,-5,2,1,1,1.0,3,-1,-6
COCCCn1c(Cc2csc(Nc3cccc(Cl)c3)n2)nnc1SCC(=O)OC1CCCCC1,0,-9,0,3,9,-6,-0.5,3,-15,-1
CCN1CCN(CC2CC3C=CC2C3)CC1 (stereo unspecified),-2,-4,3,6,-1,-3,-4.5,5,1,1
Cc1ccc(CN2CCN(Cc3cnc(C)[nH]3)CC2CCO)cc1 (stereo unspecified),0,-5,-3,-2,-7,-2,-0.7,-2,2,7
CCNC(=O)C1CCCN(C(=O)c2ccccc2OC(F)(F)F)CC1 (stereo unspecified),1,2,-1,7,0,0,-0.1,0,x,7
COc1ccccc1CN1CC(C(=O)NCCCCc2ccccn2)CCC1=O (stereo unspecified),7,4,0,3,2,-1,1.7,0,0,9
O=C(Nc1ccc2c(c1)OCO2)OC1CC2CC1[C@H]1CCCCN1[C@H]2Cc1ccccc1 (stereo partly specified),1,7,-4,-7,1,1,x,-3,x,x
O=C(CSc1ccc2ccccc2n1)NCc1ccc2c(c1)OCO2,-6,6,-7,-3,5,0,-0.8,3,4,1
Cc1cc(C(=O)CSc2nnnn2-c2ccc(Cl)cc2)c(C)n1CC1CCCO1 (stereo unspecified),5,12,-4,1,1,1,-2.7,-2,-9,4
O=C(O)/C=C/c1cnc[nH]1,-3,5,0,-2,1,-5,0.5,-1,6,7
O=C(O)CNC(=O)CCn1nnc2ccccc2c1=O,-1,0,-6,3,-3,-2,0.6,3,4,-4
CCC(C)N(NC(C)=O)c1nc(Cl)nc(NC(C)C)n1 (stereo unspecified),10,5,4,3,-3,-3,1.3,1,4,3
Cc1ccc(CNc2nc3cc(-c4ccccc4C)sc3c(=O)n2C)c(C)c1,-16,-2,0,-18,9,0,-0.4,-2,x,8

# Record cards, from the list above.
# Results for Cc1cc(C(=O)CSc2nnnn2-c2ccc(Cl)cc2)c(C)n1CC1CCCO1 (stereo unspecified) = SIAE primary: 5; TDP2 absorb: 12; LEDGF integ inh: -4; mABHD4 FP: 1; rCAG binder: 1; Rev-erbA mod: 1; PG9 binder: -2.7; PRMT1 inh: -2; HTRA1 inh: -9; TCR CD3 inh: 4
# Results for CCC(C)N(NC(C)=O)c1nc(Cl)nc(NC(C)C)n1 (stereo unspecified) = SIAE primary: 10; TDP2 absorb: 5; LEDGF integ inh: 4; mABHD4 FP: 3; rCAG binder: -3; Rev-erbA mod: -3; PG9 binder: 1.3; PRMT1 inh: 1; HTRA1 inh: 4; TCR CD3 inh: 3

# Remaining list, next part.
SMILES,SIAE primary,TDP2 absorb,LEDGF integ inh,mABHD4 FP,rCAG binder,Rev-erbA mod,PG9 binder,PRMT1 inh,HTRA1 inh,TCR CD3 inh
O=C(Nc1nc2ccccc2s1)Nc1ccc(F)cc1F,-23,10,-5,1,7,-4,-0.8,-2,-9,-10
CC(C)Cc1cc(C(=O)Nc2c(F)cc(F)cc2Br)no1,-3,7,7,8,1,1,-1.2,-4,-2,3
N#Cc1ccccc1S(=O)(=O)N1CCN(CC(O)CN2CCOCC2)CC1 (stereo unspecified),6,11,1,38*,3,8,1.9,2,1,-3
CCC(=O)NNC(=S)NC(=O)c1ccc(C)cc1,8,-7,-4,6,3,-1,-0.9,4,-10,10
CCOC(=O)C1=C(CC)Nc2ccccc2N=C1NC(=O)c1cc(C)on1,0,-7,2,0,1,-6,-0.7,-2,-3,6
CSc1nc(-c2ccccc2)ccc1C(N)=O,16,1,-1,1,4,3,-3.9,0,-3,5
O=S(=O)(NCc1ccccn1)c1cc(Cl)ccc1Cl,10,12,5,-5,3,1,-2.1,-3,-6,2
COc1ccc(C(=O)OCC(=O)N2CCN(C(=O)c3ccco3)CC2)cc1OC,-3,12,0,-2,3,-9,1.3,2,5,-2
N#CCCC(CCC#N)C1=NCCc2ccccc21,2,-1,-5,0,-4,-1,0.1,3,-4,-6
O=c1cc(Cl)nc2ccccn12,-4,-8,-4,-1,4,-3,2.0,-2,10,5
C/C(=N\Nc1nc(C)cc(-c2ccccc2)n1)c1ccc(F)cc1,0,14,3,0,0,-5,-2.3,-3,-3,0
COC(=O)c1ccc(CNC(=O)C(Cc2ccccc2)NC(=O)c2ccccc2)cc1 (stereo unspecified),3,-1,2,1,2,0,0.0,-5,-4,-3
C=CCn1c(O)c2ccc(C(=O)N=NC(=O)COc3ccccc3F)cc2c1O,3,14,-3,6,2,3,0.0,3,1,1
CN(C)CCCNC(=O)c1ccc(=O)[nH]n1,-2,-14,3,-2,2,-1,-0.1,-2,2,-2
O=Nc1c(O)n(Cc2ccccc2)c2ccccc12,-40,11,1,-11,2,0,-0.3,-3,-32,-2

# Printed as active in mABHD4 FP (from the list above):
canonical_smiles | SIAE primary | TDP2 absorb | LEDGF integ inh | mABHD4 FP | Rev-erbA mod | PG9 binder | PRMT1 inh | HTRA1 inh | TCR CD3 inh
N#Cc1ccccc1S(=O)(=O)N1CCN(CC(O)CN2CCOCC2)CC1 (stereo unspecified) | 6 | 11 | 1 | 38* | 8 | 1.9 | 2 | 1 | -3

# Next entries
SMILES,SIAE primary,TDP2 absorb,LEDGF integ inh,mABHD4 FP,rCAG binder,Rev-erbA mod,PG9 binder,PRMT1 inh,HTRA1 inh,TCR CD3 inh
CC(C)c1ccc(/C=N/N2CCN(c3ccccn3)CC2)cc1,-4,-20,-3,-3,-6,5,-1.1,4,11,3
COc1ccc(C(=O)COC(=O)c2cnc(C)cn2)cc1OC,-4,1,2,3,5,12,1.4,0,3,13
CC1CC(=O)Nc2ccccc2N1S(=O)(=O)c1ccc(Cl)cc1 (stereo unspecified),-1,4,1,4,1,-1,0.2,0,-3,-1
Cc1c(C(=O)NCCSCc2ccc(Cl)cc2Cl)cccc1[N+](=O)[O-],-3,8,-2,-7,-1,3,-1.3,0,-15,2
Cc1ccc(NC(=O)CC2NCCN(Cc3ccccc3)C2=O)cc1 (stereo unspecified),10,-18,8,-7,0,1,-2.9,-5,x,-4
CO/N=C(\c1nonc1N)N1CCN(c2ccc(Cl)cc2[N+](=O)[O-])CC1,8,-4,1,-8,-2,2,2.0,-1,4,-6

# Source: PubChem (several laboratories)
